TSHR antagonist = blocks TSH signaling through the human TSH receptor | P16473 | TSHR-expressing cells, TSH-stimulated cAMP HTRF, 2 h; hits give low values | activity change, negative = inhibition, % at 11.5 µM | 330,000 tested, 0.2% active;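 active = activity change below a set negative limit, meaning inhibition stronger than a set level, cut at about -70% in these data; inconclusive = activity change between two set negative limits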; also: % is scaled to controls: 0 for no effect and ±100 for the full control effect
Target sequence (P16473 whole entry, looked up): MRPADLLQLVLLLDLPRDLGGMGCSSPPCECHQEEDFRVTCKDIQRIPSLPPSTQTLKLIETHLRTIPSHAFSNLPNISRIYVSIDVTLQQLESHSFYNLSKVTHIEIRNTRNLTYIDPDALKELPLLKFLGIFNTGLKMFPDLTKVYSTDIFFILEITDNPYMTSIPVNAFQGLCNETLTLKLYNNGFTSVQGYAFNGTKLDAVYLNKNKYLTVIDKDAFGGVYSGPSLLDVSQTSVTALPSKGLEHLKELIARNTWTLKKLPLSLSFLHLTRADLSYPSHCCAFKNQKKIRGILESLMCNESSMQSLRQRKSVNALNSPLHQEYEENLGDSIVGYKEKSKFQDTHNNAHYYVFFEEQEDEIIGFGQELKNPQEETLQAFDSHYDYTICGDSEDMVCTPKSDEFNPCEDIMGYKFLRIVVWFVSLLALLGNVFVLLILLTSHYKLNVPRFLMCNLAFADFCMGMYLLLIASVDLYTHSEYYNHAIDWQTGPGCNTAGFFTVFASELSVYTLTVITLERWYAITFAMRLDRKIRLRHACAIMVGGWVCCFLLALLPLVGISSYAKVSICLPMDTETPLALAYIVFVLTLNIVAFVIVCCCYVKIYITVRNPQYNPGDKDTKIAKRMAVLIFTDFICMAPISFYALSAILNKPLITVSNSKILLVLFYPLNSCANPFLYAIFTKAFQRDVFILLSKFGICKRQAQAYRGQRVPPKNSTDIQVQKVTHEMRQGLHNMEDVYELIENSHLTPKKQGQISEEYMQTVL
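Antagonism was scored as loss of TSH-driven cAMP in TSHR cells, stimulated with 4nM TSH (EC80) for 2 hours at 37 deg C and detected by homogeneous HTRF competition immunoassay.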
Eya2 phos inh = Eya2 (human) phosphatase inhibition; AID 488837; O00167; recombinant Eya2, OMFP fluorescence dephosphorylation (OMFP is methylfluorescein phosphate); 330,000 tested, 0.006% active; Potency, µM (titrated, usually from 76.9 µM), inactives show top-dose activity, negative = inhibition, actives largely listed as inhibitors; also: potency is read from the fitted curve at half-maximal effect; % is scaled to controls: 0 for no effect and ±100 for the full control effect
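Eya2 (0.2 uM) preincubated 10 min at ambient with compound, then OMFP substrate added at 50 uM; 10 min reaction in 50 mM HEPES pH 7.5, 50 mM NaCl, 5 uM MgCl2, 0.05% BSA, 1 mM DTT. Fluorescence read at Ex 485/Em 525 nm.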
Mito fusion yeast = blocks mitochondrial division or promotes mitochondrial fusion. S. cerevisiae fusion-defective mutant growth rescue, CellTiterGlo 48 h. Potency, µM (top dose mostly 46.1 µM), inactives show top-dose growth rescue (activation), hits mostly activators. 320,000 tested, 0.23% active;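 also: potency is read from the fitted curve at half-maximal effect; % of control where 0% means no effect; nearly all actives have a fitted effect of over 45% in size; temperature-sensitive fusion mutants such as fzo1-1 at 37 °C on non-fermentable ethanol glycerol medium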
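Temperature-sensitive fusion-defective S. cerevisiae (e.g. fzo1-1, mgm1-5) were grown with compound in YPEG medium (3% ethanol, 3% glycerol) for 48 hours at 37C. Growth rescue was measured as viability by CellTiterGlo luminescence after 10 minutes at ambient.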
ELG1 DNA repair = blocks ELG1-dependent DNA repair in HEK293T cells. 330,000 tested, 2.3% active. HEK293T ELG1-luciferase reporter, luminescence, 16 h; DNA damage induced by 5-fluorouridine. Potency, µM (doses to about 46.1 µM), for inactives: at the top dose activity change, negative = inhibition, most hits filed as inhibitors; also: potency is read from the fitted curve at half-maximal effect; % is scaled to controls: 0 for no effect and ±100 for the full control effect; nearly all actives have a fitted effect of over 55% in size
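DMSO vehicle served as the neutral condition. Each well held 2,000 cells given 5-fluorouridine plus compound; after 16 hr at 37 °C/5% CO2, ONE-Glo was added and luciferase measured 30 min later.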
PTAP TSG101 blk = blocks PTAP/TSG101 interaction to inhibit HIV-1 budding | Q99816 | Fluorescence polarization, FITC-PTAP peptide / Tsg101 binding | Potency, µM (top dose mostly 115 µM), without a hit: at the top dose activity change, negative = inhibition, actives largely listed as inhibitors | 340,000 tested, under 10 active | AID 493005; active = well fitted inhibition curve with a large enough effect in the main read-out, with a control signal flat, not every such curve was filed as active; inconclusive = small, poorly fitted or top-dose-only effect, or effect the other way, or a change in a side signal; inactive = no such curve, though single readings can be large or run the other way; also: potency is read from the fitted curve at half-maximal effect; % of control where 0% means no effect
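Compounds were pin-transferred onto Tsg101 binding domain (10 uM final) in HEPES pH 7.5 buffer, then FITC-PTAP peptide was added at 50 nM final. After 20 min at RT, polarization reported peptide displacement across a qHTS concentration series.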
Tb PFK block = T. brucei PFK enzyme inhibition; Potency, µM (top dose mostly 57.5 µM), for the others: at the top dose activity, negative = inhibition, most hits filed as inhibitors; 330,000 tested, 0.17% active; T. brucei PFK, ADP-Glo luminescence; O15648;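 also: potency is read from the fitted curve at half-maximal effect; 0% = uninhibited 1x PFK enzyme wells and -100% = no-enzyme wells; nearly all actives have a fitted effect of over 60% in size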
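Luminescent ADP detection (ADP-Glo, two-step: ATP depletion then ADP-to-ATP conversion for luciferase) reported PFK activity after 45 min room-temperature reaction of 1.25 nM enzyme with 0.5 mM F6P and 0.1 mM ATP at pH 8.0.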
a7 integrin act = activates integrin-mediated alleviation for muscular dystrophy | alpha7betagal myoblasts, beta-gal FDG fluorescence, 48 h | Potency, µM (top dose mostly 38.3 µM), without a hit: at the top dose activation, actives largely listed as activators | 350,000 tested, 0.064% active;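 also: potency is read from the fitted curve at half-maximal effect; 100% = response of the positive control SU9516; nearly all actives have a fitted effect of over 60% in size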
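Alpha7betagal+/- myoblasts (passage 13) were plated 16-24 hr, then exposed to compounds (1:260 dilution of DMSO stock) for 48 hours at 37C. After MPER lysis, β-galactosidase reporter activity was read as FDG fluorescence (ex 480/em 540) after 30 minutes.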
BCR signal inh = inhibitors of chronic active B-cell receptor signaling; ABC-DLBCL IkBa-CBG/CBR reporter, luminescence ratio, 4 h; AID 493014; Potency, µM (top dose mostly 46.1 µM), without a hit: at the highest dose ratio change, negative = lower green/red ratio, usual class: inhibitors; 340,000 tested, 0.05% active; active = well fitted inhibition curve with a large enough effect in the signal ratio, with a control signal flat, not every such curve was filed as active; inconclusive = small, poorly fitted or top-dose-only effect, or effect the other way, or a change in a side signal; the % refers to the signal ratio;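 also: potency is read from the fitted curve at half-maximal effect; plate controls were basal doxycycline-induced cells for no effect and cells given 10 µM MG132 for full effect; MG132 reads +100%, hits lower the ratio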
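TMD8 human ABC-DLBCL cells with doxycycline-inducible IκBα–green luciferase fusion and unfused red luciferase, in 0.5% FBS medium; compounds up to 46 uM, 4 h at 37C. Green/red luminescence ratio, filter-overlap corrected, fitted to concentration-response curves.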
ASM inhibitor = human S-ASM enzyme inhibition. Potency, µM (titrated, usually from 57.5 µM), for inactives: at the top dose activity change, negative = inhibition, hits mostly inhibitors. 340,000 tested, 0.006% active. AID 504937. placental ASM, HMU-PC fluorogenic substrate, 60 min; also: potency is read from the fitted curve at half-maximal effect
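Human placenta-derived ASM enzyme was preincubated with compound for 10 minutes at room temperature, then given fluorogenic substrate HMU-PC0 (9 uM final) for 60 minutes at 37 °C; a pH 10 stop preceded fluorescence reading at Ex 386/Em 447 nm.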
TCR activator = T cell receptor activation; primary human leukocytes, anti-CD3, IL-2 HTRF, 48 h; Potency, µM (highest dose often 9.22 µM), for the others: at the highest dose activation of IL-2 secretion, usual class: activators; 330,000 tested, under 10 active; AID 504894; also: % of control where 0% means no effect
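Using a-CD3 beads without co-stimulation, primary human leukocytes were exposed to compounds for 48 hr. An HTRF IL-2 kit measured the cytokine, with europium-to-d2 energy transfer producing emission at 665nm upon 320nm excitation.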
AT treatment = potential ataxia-telangiectasia treatments restoring KAP-1 phosphorylation; […] A-T fibroblasts, KAP-1 phosphorylation AlphaLISA; neocarzinostatin DNA damage 30 min before lysis; Potency, µM (top dose mostly 57.5 µM), inactives show at the top dose activation, usual class: activators; 320,000 tested, 0.19% active; also: potency is read from the fitted curve at half-maximal effect; % of control where 0% means no effect; nearly all actives have a fitted effect of over 45% in size
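ATM-like activity read as KAP-1 phosphorylation via AlphaLISA donor/acceptor antibody pairs after lysis and 6 hr at 25C. Cells were ATM-null patient fibroblasts ([…], hTERT), dosed 60 min, then exposed to the DSB inducer NCS for 30 min.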
* marks the source's active call; other numbers are inactive results; ? = inconclusive; . = no result given; [ ] = another dose, or the depositor's remark. Unless noted, calls follow the shape of the dose curve; as a rule, active = well fitted curve in the direction sought with a large enough effect; inconclusive = small, poorly fitted or top-dose-only effect, or another doubt; inactive = no such curve, though single readings can be large; an effect the other way counts as inactive or inconclusive.

SMILES	TSHR antagonist	Eya2 phos inh	Mito fusion yeast	ELG1 DNA repair	PTAP TSG101 blk	Tb PFK block	a7 integrin act	BCR signal inh	ASM inhibitor	TCR activator	AT treatment
Cc1cc(C)c2nc(-n3nc(C)cc3N)cc(C)c2c1	4.0	12.1%	-2.4%	?	1.1%	4.6%	14.7%	4.8%	-1.7%	-0.4%	-9.1%
CCOC(=O)Cn1nc(C)cc1NC(=O)c1cc(OC)c(OC)c(OC)c1	-5.3	-6.3%	-48.8%[inhibitor]	?	-2.1%	-1.2%	-13.1%	-17.7%	3.2%	-8.5%	8.6%
O=C(CSc1nnc(-c2cccnc2)n1Cc1ccccc1)NCc1ccccc1	-8.9	-1.0%	-2.4%	?	-2.7%	1.0%	-11.4%	0.7%	-0.1%	-5.4%[46.1 µM]	.
COc1ccccc1NC(=O)Nc1ccccc1C#N	8.7	7.9%	1.9%	11.9%	-3.9%	-0.7%	-6.5%	5.5%	70.8%[activator]	.	-18.4%
Cc1[nH]c2ccccc2c1-c1csc(NC(=O)CSCCO)n1	-16.4	-9.5%	20µM*	?	-2.2%	0.3%	20.2%	?	1.7%	-2.1%	-0.4%
O=C(NC(=S)N1CCN(c2ccccc2)CC1)c1ccccc1	11.4	-2.0%	0.8%	-18.4%	.	0.0%	.	?	.	.	16.9%
CCOc1cc(/C=N/NC(=O)c2ccc(CN3CCOCC3)cc2)ccc1OC	7.4	10.3%	-3.8%	-7.5%	-2.2%	4.6%	-2.4%	-8.8%	6.3%	-4.5%	8.9%
O=c1[nH]c(N/N=C\c2ccc(F)cc2)nc2ccccc12	-17.2	-7.8%	8.5%	?	-0.8%	3.3%	31.0%	?	52.9%	3.0%	3.8%
O=C1C(NS(=O)(=O)c2cccs2)=C(N2CCN(Cc3ccccc3)CC2)C(=O)c2ccccc21	1.5	-5.2%	-6.6%	23.1µM*	-3.7%	1.6%	8.4%	13.0%	0.0%	6.0%	-14.0%
CC(=NCC1CCCO1)c1c(O)[nH]c(=O)[nH]c1=O (stereo not given)	16.6	14.9%	-1.5%	-0.3%	5.0%	3.4%	10.2%	1.1%	3.5%	-2.1%	0.4%
CC1=C(C(=O)OC(C)C)C(c2cncc(-c3ccc(F)cc3)c2)C(C#N)=C(N)O1 (stereo not given)	-9.9	4.4%	-0.5%	3.0%	-1.6%	-0.5%	-13.1%	3.8%	-1.4%	-2.3%[46.1 µM]	7.8%
CCOC(=O)c1c(-c2ccc(C)cc2)csc1NC(=O)c1cccc(N2C(=O)CCC2=O)c1	0.3	-13.4%	-5.8%	-10.2%	-3.2%	9.5%	0.8%	-1.5%	.	-6.2%[46.1 µM]	-1.3%
Cn1c(=O)cc2c3c(c(N4CCCCC4)ccc31)C(=O)c1ccccc1-2	-13.5	8.5%	25.1%	?	?	1.9%	9.5%	17.8%	-15.1%	7.7%	-3.8%
COC(=O)c1nnn(-c2nc(N3CCOCC3)nc(N3CCOCC3)n2)c1C	1.4	8.1%	-5.9%	-14.2%	-5.1%	0.2%	2.9%	-1.0%	-3.1%	.	-10.7%
COC(=O)c1ccc(Nc2ncnc3sccc23)cc1	10.9	3.8%	7.1%	?	-2.9%	14.8%	?	?	1.4%	-2.0%	12.6%
COc1ccc(-n2nc3c(c2NC(=O)c2ccc(S(=O)(=O)N4CCOCC4)cc2)CS(=O)C3)cc1 (stereo not given)	4.1	-7.1%	-0.5%	10.0%	-1.0%	-1.2%	-13.7%	?	-3.7%	-2.2%	2.7%
CCN(CC(=O)NCc1cccs1)C(=O)CCOc1ccccc1C	-2.3	-9.2%	2.1%	-0.3%	0.5%	-3.0%	7.0%	?	-2.7%	-4.6%	4.0%
Cc1cccc(C)c1NC(=S)NC(=O)CCc1ccccc1	-16.9	-0.8%	-1.1%	-20.0%	-5.0%	1.2%	9.4%	?	-5.6%	-1.6%	9.0%
Nc1nc(Cl)c(C=O)c(N2CCCCC2)n1	-15.8	1.4%	5.7%	22.6%	-1.2%	-3.9%	-16.7%	?	-1.3%	6.7%	-12.1%
CCOC(=O)[C@H]1[C@H]2COc3ccc(OC)cc3[C@@H]2N2C(=O)CN(Cc3ccc(Cl)cc3)C(=O)[C@@]12C	5.5	-1.1%	12.2%	0.5%	-6.7%	1.0%	7.5%	0.6%	1.7%	-4.5%	4.5%
CCCn1c(C)cc(C(=O)CN2C(=O)c3cccc(N)c3C2=O)c1C	5.2	4.1%	-1.2%	?	-5.9%	-3.9%	-26.7%	-16.5%	254.4%[activator]	-3.5%	3.1%
CCOC(=O)c1cnc2ccc(OCC)cc2c1NCCCN1CCOCC1	6.5	-5.0%	-9.3%	-25.4%	1.3%	7.0%	-8.1%	?	446.3%[activator]	-2.5%	4.2%
O=C(O)/C=C\C(=O)N1CCc2ccccc21	-5.5	-7.8%	-1.1%	14.4%	1.4%	0.0%	-5.4%	-15.5%	1.6%	-2.0%[46.1 µM]	2.2%
CCCC(NC(=O)c1ccco1)c1nc2ccccc2[nH]1 (stereo not given)	-2.3	5.6%	-25.7%	-14.2%	-0.7%	-5.8%	10.4%	0.2%	1.9%	1.2%[46.1 µM]	1.6%
CCc1cc[n+](C2=C([O-])c3ccccc3C(=O)/C2=N\S(=O)(=O)c2cccs2)cc1	4.9	0.6%	-4.3%	16.4µM*	-0.2%	-0.5%	0.0%	?	-3.4%	0.9%[46.1 µM]	15.1%
COc1ccc(C2/C=C\CN(C(=O)CC(C)(C)C)CC(=O)N2Cc2ccc(F)cc2)cc1 (stereo not given)	-0.8	-10.2%	13.1%	?	.	0.2%	11.1%	-7.5%	-6.6%	-1.4%	-12.9%
CCCCCCCC(=O)OC(CN1CCCCCC1)CN1CCCC1=O (stereo not given)	1.1	-2.5%	6.3%	2.4%	-0.1%	-1.2%	-7.4%	-1.4%	8.7%	6.5%	5.4%
COc1ccc(S(=O)(=O)Nc2ccccn2)cc1	-0.5	-3.3%	-0.6%	1.2%	0.7%	0.7%	13.2%	-0.7%	-0.1%	3.2%	5.8%
CCOc1ccc(CN(C(=O)c2oc3ccccc3c2C)C2CCS(=O)(=O)C2)cc1 (stereo not given)	0.8	4.6%	1.3%	?	.	0.0%	17.3%	-10.5%	-4.6%	.	-5.7%
O=C(c1cn(-c2ccccc2)nc1-c1ccc(F)cc1)N1CCCCC1	25.3	0.9%	15.8µM*	-21.4%	-3.9%	-3.6%	-0.3%	1.0%	-1.1%	1.9%[46.1 µM]	-1.0%
NC(=O)CC(NC(=O)Cc1ccc(Br)cc1)c1ccc(NC2CCN(Cc3ccccc3)CC2)c([N+](=O)[O-])c1 (stereo not given)	-5.6	13.9%	1.1%	?	2.2%	-1.5%	-15.5%	-7.2%	-4.8%	3.3%	3.5%
O=C(Cn1cc2c(n1)CCCC2)NCCCN1CCN(c2ccccc2F)CC1	-6.5	-8.2%	0.0%	-0.5%	1.8%	-5.0%	-5.1%	-4.0%	3.5%	0.3%	8.5%
Cc1cccc2c(C(=O)N3CCN(C(=O)c4ccco4)CC3)cc(-c3cccc(Br)c3)nc12	4.4	-21.2%	4.8%	?	-8.0%	-6.2%	2.6%	?	-5.0%	0.9%	2.1%
CC(=O)Nc1ccc(NC(=O)c2ccccc2N(C)S(=O)(=O)c2ccccc2)cc1	2.6	-5.1%	1.6%	-0.2%	-2.8%	-1.2%	0.0%	-2.7%	1.9%	.	10.9%

Source: PubChem BioAssay (National Center for Advancing Translational Sciences (NCATS))
